hcDAF12 agonist: H. contortus DAF-12 nuclear receptor activators, primary screen, cell-based, luminescence, HEK293, lit1-tk-luc reporter; HEK293 hcDAF-12 lit1-tk-luc reporter; 0% DMSO, 100% Δ7-dafachronic acid; activation, % at 6.8 µM; 370,000 compounds, 1.4% hits; AID 652067, 2013;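 active = activation above the mean of all tested compounds plus 3 SD, cut at about 5.5% in these data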;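 also: 100% = response to 3 µM Δ7-dafachronic acid high control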
ssDAF-12 act: S. stercoralis DAF-12 nuclear receptor activators, primary screen, cell-based, luminescence, HEK293, GRIP1 co-expression, lit1-tk-luc | Nuclear hormone receptor DAF-12 (Strongyloides stercoralis) | HEK293 ssDAF-12/GRIP1 lit1-tk-luc reporter; % of 3 µM dafachronic acid response | activation, % at 6.8 µM | 370,000 compounds, 1% hits;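 active = activation above the mean over all tested compounds plus 3 SD, cut at about 0.9% in these data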;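 also: 0% = DMSO-only wells and 100% = 3 µM delta7-dafachronic acid wells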
HGIII-sPLA2 inh: human group III sPLA2 inhibitors, primary screen, biochemical, QFRET, BODIPY PC-A2 liposome substrate | Group 3 secretory phospholipase A2 (Homo sapiens), Q9NZ20 | QFRET BODIPY PC-A2 liposome hydrolysis, fluorescence | inhibition, % at 12.2 µM | 370,000 compounds, 0.56% hits | AID 743126, 2013;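 active = inhibition above mean plus 3 SD of compounds lying within the high and low control bounds, cut at about 19% in these data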;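 also: 0% = median of test compound wells and 100% = no enzyme DMSO wells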
NPR2 activator: human GC-B receptor activators, primary screen, HEK293 GC-B cells, cGMP TR-FRET, EC30 CNP. 370,000 compounds, 0.11% hits. activation, % at 10 µM. AID 1920062, 2024. Atrial natriuretic peptide receptor 2 (Homo sapiens), P20594. 0% at EC30 CNP, 100% saturating CNP;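 active = activation at 10 µM reaching about 35% in either raw or pattern-adjusted values, limit read from the data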
Target sequence (P20594 whole entry, looked up): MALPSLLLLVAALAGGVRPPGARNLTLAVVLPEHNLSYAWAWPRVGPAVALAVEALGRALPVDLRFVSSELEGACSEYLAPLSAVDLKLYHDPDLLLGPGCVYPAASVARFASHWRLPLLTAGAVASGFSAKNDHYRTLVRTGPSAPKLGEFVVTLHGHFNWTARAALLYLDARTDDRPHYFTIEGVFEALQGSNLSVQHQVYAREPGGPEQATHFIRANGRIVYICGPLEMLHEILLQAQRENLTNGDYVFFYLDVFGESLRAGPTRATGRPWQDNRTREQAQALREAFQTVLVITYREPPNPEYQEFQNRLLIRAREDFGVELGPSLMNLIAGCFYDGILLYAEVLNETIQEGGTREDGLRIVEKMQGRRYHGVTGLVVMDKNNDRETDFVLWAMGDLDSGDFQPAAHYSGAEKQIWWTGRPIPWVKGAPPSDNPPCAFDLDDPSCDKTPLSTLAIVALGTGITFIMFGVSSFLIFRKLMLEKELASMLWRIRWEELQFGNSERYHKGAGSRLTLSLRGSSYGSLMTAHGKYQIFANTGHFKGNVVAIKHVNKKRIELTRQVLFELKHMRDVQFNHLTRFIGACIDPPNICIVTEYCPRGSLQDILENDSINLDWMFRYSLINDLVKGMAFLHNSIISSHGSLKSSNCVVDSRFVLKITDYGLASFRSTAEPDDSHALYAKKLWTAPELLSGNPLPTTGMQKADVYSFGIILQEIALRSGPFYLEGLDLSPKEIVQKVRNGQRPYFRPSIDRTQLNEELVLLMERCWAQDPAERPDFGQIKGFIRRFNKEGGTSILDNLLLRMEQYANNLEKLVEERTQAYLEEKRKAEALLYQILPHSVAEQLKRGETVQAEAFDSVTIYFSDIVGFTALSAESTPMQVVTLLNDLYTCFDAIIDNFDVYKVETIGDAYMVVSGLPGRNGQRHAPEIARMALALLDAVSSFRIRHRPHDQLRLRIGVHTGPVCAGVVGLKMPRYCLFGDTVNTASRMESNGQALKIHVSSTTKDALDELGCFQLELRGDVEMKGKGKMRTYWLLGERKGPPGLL
NPR1 activator: GC-A stimulated cGMP production enhancers – HEK293 GC-A cells, cGMP TR-FRET, EC30 ANP, primary screen. Atrial natriuretic peptide receptor 1 (Homo sapiens), P16066. 370,000 compounds, 0.14% hits. 0% at EC30 ANP, 100% saturating ANP. activation, % at 10 µM; in the data active = activation above about 40%
DAX1 inh-1: DAX1 (NR0B1) inhibitors, primary screen, cell-based, HEK293, Gal4-DAX1, luciferase luminescence; Nuclear receptor subfamily 0 group B member 1 (Homo sapiens), P51843; HEK293 Gal4-DAX1 luciferase reporter; AID 504766, 2011; 340,000 compounds, 0.99% hits; inhibition, % at 6.75 µM;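 active = inhibition above the mean over all tested compounds plus 3 SD, cut at about 4.2% in these data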;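 also: 0% = DAX1-transfected cells with DMSO and 100% = empty-vector control cells with DMSO; inhibition shows as a rise in luminescence from relieved DAX1 repression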
SMARCA2 activ: SMARCA2 (BRM) function activators, primary screen, cell-based, luminescence, high throughput; MG213 cells, MMTV-luciferase reporter, dexamethasone, overnight; 370,000 compounds, 1% hits; activation, % at 9.1 µM; in the data active = activation above about 7.8%;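 also: 0% = vehicle wells and 100% = reference activator wells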
DAX1 inh-2: DAX1 (NR0B1) inhibitors on StAR promoter, primary screen, cell-based, luminescence, SF-1 (NR5A1), full-length DAX-1 | HEK293T StAR-luciferase reporter, SF-1/DAX-1 repression relief | inhibition, % at 6.8 µM | 370,000 compounds, 1.1% hits | AID 652010, 2013;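 active = inhibition above the mean over all tested compounds plus 3 SD, cut at about 3.6% in these data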;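 also: 0% = DAX-1 cells with DMSO and 100% = cells lacking DAX-1 with DMSO; higher inhibition means more luminescence from relief of DAX-1 repression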
FXN GAA850 act: FXN promoter activators, primary screen, cell-based, luciferase luminescence, HEK293 lucGAA850 | AID 540364, 2011 | HEK293 lucGAA850 FXN promoter luciferase reporter, 24 h; percent of 10 µM SAHA response | 360,000 compounds, 0.56% hits | activation, % at 6 µM;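 active = activation above the average of all compounds screened plus 3 SD, cutoff fixed separately per campaign, cut at about 7.5% in these data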;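 also: 0% = DMSO wells and 100% = 10 µM SAHA wells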
hgDAF12 agonist: H. glycines DAF-12 receptor agonists, primary screen, cell-based, luminescence, HEK293, GAL4 fusion, UAS-luciferase; Nuclear hormone receptor DAF-12 (Heterodera glycines), GAL4 fusion; HEK293 GAL4-hgDAF12 UAS-luciferase reporter, agonist luminescence; normalized to butyrate control; activation, % at 6.8 µM; 370,000 compounds, 1.8% hits;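 active = activation above a cutoff set at the mean of all screened compounds plus 3 SD, cut at about 10% in these data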;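 also: 0% = DMSO wells and 100% = sodium butyrate wells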
proKLK7 act: proKLK7 zymogen activators, primary screen, biochemical, fluorescence intensity | Kallikrein-7 (Homo sapiens), P49862 | purified proKLK7, EDANS-DABCYL substrate fluorescence; 100% is mature enzyme control, 0% vehicle | activation, % at 7 µM | 370,000 compounds, 0.9% hits;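 active = activation above the mean of all tested compounds plus 3 SD, computed per campaign excluding outliers beyond control limits, cut at about 13% in these data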
Numbers without * were called inactive; . = no result given; & = joins results of further samples.

Values run as follows: hcDAF12 agonist	ssDAF-12 act	HGIII-sPLA2 inh	NPR2 activator	NPR1 activator	DAX1 inh-1	SMARCA2 activ	DAX1 inh-2	FXN GAA850 act	hgDAF12 agonist	proKLK7 act
- CCOc1ccc(C(=O)OCC(=O)Nc2cccnc2Cl)cc1OCC
→ -1.0	-1.5	4.5	-4.3	-2.1	-0.3	-0.9	0.4	0.7	1.1	-0.4
- CCOC(=O)c1ccc(NC(=S)N(CCCN2CCN(C)CC2)Cc2cccs2)cc1
→ -1.1	-1.9	1.6	1.5	-2.5	-0.7	-5.6	0.1	2.9	-2.5	0.3
- O=C(O)C1CCN(C(=O)c2ccc3c(c2)OCO3)CC1
→ 0.4	-0.8	4.2	3.6	2.5	0.2	-1.5	0.0	-1.3	0.0	-0.2
- CCN(C(=O)COc1cccnc1[N+](=O)[O-])C1CCS(=O)(=O)C1 (configuration not stated)
→ -1.7	-0.6	1.1	0.3	-0.4	0.9	-1.3	0.6	0.3	2.6	0.2
- Cc1ccc(-c2nc(CSCC(=O)N3CCOCC3)c(C)o2)cc1
→ -0.9	-1.6	2.4	-4.9	-2.1	-1.9	-4.6	-0.7	0.6	-2.6	-0.3
- O=C(c1ccncc1)c1ccc(Br)cc1
→ -1.2	-1.8	-1.5	7.0	2.4	-0.1	-3.0	-0.3	-0.6	0.6	-0.5
- O=C1c2ccccc2C(Nc2ccc3c(c2)OCO3)N1Cc1ccco1 (configuration not stated)
→ -0.7	-1.3	5.8	-1.8	40.7*	1.3	-1.1	-0.5	0.5	-1.8	0.8
- Cc1cccc(C(=O)O/N=C(\c2ccccc2)c2cccnc2)c1
→ -2.2	-0.9	-2.8	4.1	-8.4	-1.4	0.4	-0.5	2.4	4.3	-0.5
- COc1ccc2oc(=N)c(C(=O)NCc3ccccc3)cc2c1
→ 0.1	-1.5	-0.3	3.5	0.5	0.1	-2.5	-0.8	-0.5	-0.6	2.1
- Cc1ccc(O)c(C(=O)c2cnc3c(c2)c(-c2ccc(F)cc2)c(C#N)c(=O)n3C)c1
→ 0.2	-0.8	3.6	-4.0	-1.5	0.8	-4.1	0.1	-2.5	0.7	0.0
- Cn1ncc2c(Nc3cc(Cl)cc(Cl)c3)ncnc21
→ -0.2	-1.2	-0.3	-5.8	21.5	0.1	-1.5	0.1	2.4	-1.0	-0.5
- COc1ccccc1N1CCN(C(=O)c2ccc(Br)o2)CC1
→ -2.1	-1.0	7.8	-1.6	-1.4	-0.1	-3.9	1.6	2.6	-1.8	0.3
- COc1ccc([C@H]2CC(=O)C=C(c3ccccc3)C2)cc1OC
→ -1.2	-1.6	-1.2	4.4	3.8	-0.7	1.6	-0.8	1.2	-1.9	0.3
- c1ccc(CCc2nc3ccccc3[nH]2)cc1
→ 1.8	0.1	-3.9	-1.8	-7.3	0.4	4.6	1.2	2.8	13.1*	0.2
- N/C(=N\OC(=O)Cc1ccc(-c2ccccc2)cc1)c1cccnc1
→ -2.3	-1.7	-5.8	-2.0	15.8	1.5	-4.3	-1.3	-0.2	-1.9	0.4
- CCOC(=O)N/N=C/C=C/c1ccccc1
→ -0.3	-0.2	18.0	3.5	2.1	0.3	0.4	0.3	2.5	3.3	0.1
- CN=C1SC(C(=O)O)CC(=O)N1C (configuration not stated)
→ -2.4	-0.4	10.4	4.1	-0.3	-0.1	-3.7	-0.7	2.0	-3.0	0.0
- Cc1ccc(S(=O)(=O)N2CCN(CC(=O)N3CCOCC3)CC2)cc1
→ -0.1	-1.6	3.8	8.3	3.0	0.4	0.3	-1.2	1.2	-1.1	-0.2
- CC(NCc1ccc(S(N)(=O)=O)cc1)C(=O)Nc1cc([N+](=O)[O-])ccc1Cl (configuration not stated)
→ 0.5	0.4	4.7	2.3	-4.7	-0.2	-5.0	0.1	2.1	2.0	0.0
- O=C(Nc1ccc(F)cc1F)C1CCCN1S(=O)(=O)c1cccnc1 (configuration not stated)
→ -1.4	-1.4	15.9	-2.3	1.9	.	-6.2	-0.9	.	-2.9	0.4
- O=C(/C=C/c1ccccc1)C1=C(O)C(=O)N(CCO)C1c1ccc2c(c1)OCO2 (configuration not stated)
→ 0.2	-0.5	-6.7	4.3	0.4	2.2	0.6	-0.6	0.9	-1.0	0.8
- N/C(=N\OC(=O)C1CCCCC1)c1ccncc1
→ 0.6	-0.9	13.9	-1.9	0.8	0.0	-0.5	1.0	1.2	1.3	-0.4
- CC(C)CC1C(=O)N(Cc2cn(CCC3OCCCO3)nn2)CCS(=O)(=O)N1Cc1ccc(-c2ccc(Cl)cc2)cc1 (configuration not stated)
→ 0.3	-1.5	-0.2	3.2	0.2	1.2	-3.5	0.2	2.6	-0.5	-0.1
- COc1cc(OC)cc(C(=O)NCC(=O)N2CCN(S(=O)(=O)c3ccccc3F)CC2)c1
→ -0.5	-0.3	-3.2	-3.9	-2.6	0.6	2.2	0.5	-0.3	1.6	-0.5
- Cc1noc(C)c1COc1ccc(C(=O)OCC(=O)NC(=O)C2COc3ccccc3O2)cc1 (configuration not stated)
→ -1.4	-0.4	-0.8	-1.7	2.5	-0.1	0.9	-0.2	-2.4	2.2	0.5
- Cc1ccc(C(OCC(O)CN2CCCCC2CO)c2ccccc2)cc1 (configuration not stated)
→ -0.2	-0.8	3.5	-15.7	-35.9	3.5	-2.1	0.7	1.0	3.4	0.3
- Cc1nnc2n1N=C(c1ccc(F)cc1F)CS2
→ 1.2	-1.3	14.2	0.8	-0.4	-0.1	-3.7	0.8	1.8	0.3	-0.7
- CCCCn1nc(C(=O)N[C@@H](CCSC)c2nc3ccccc3[nH]2)c2ccccc2c1=O
→ -1.2	-0.8	10.7	-4.1	5.6	1.2	-0.8	0.7	2.1	-0.2	0.7
- Cc1cccc2c(SCC(N)=O)nc(-c3ccccc3)nc12
→ -0.2	-0.5	-3.0	-0.2	-0.6	3.8	-0.3	0.0	2.8	1.8	-0.4
- CC(CCOC1=NS(=O)(=O)c2ccccc21)NC(=O)C(=O)Nc1ccccc1 (configuration not stated)
→ 0.3	-0.4	-9.2	0.3	2.4	3.1	2.3	0.2	1.8	5.2	0.3
- C=C1CCN(c2ccc(C(=O)NCc3ccc(OC)cc3)cc2[N+](=O)[O-])CC1
→ -0.8	-1.0	-15.4	-6.5	-3.3	-0.8	1.8	-0.4	2.8	-1.0	-0.9
- C/C(N)=C(/C#N)C(=O)COC(=O)c1cc(C)n(-c2ccc(F)cc2)c1C
→ -1.1&-2.2	-1.1&-0.9	-18.1&-19.3	-8.5&-0.7	0.7&-0.5	-1.7&-1.8	3.8&3.4	2.9&-0.1	-2.7&-2.1	1.3&0.5	-0.5&-0.2
- COc1ccc(NS(=O)(=O)c2cccc(C(=O)NCC(c3ccco3)N(C)C)c2)cc1 (configuration not stated)
→ -0.4	-0.8	1.5	2.5	-1.0	-1.0	-0.7	-0.3	0.2	-0.1	-1.2
- Cc1ccc(NC(=O)COC(=O)c2cccc(C)c2[N+](=O)[O-])cc1S(=O)(=O)N1CCCCC1
→ -2.5	-1.4	-53.4	0.4	-2.6	-0.9	-0.7	-0.5	2.4	-1.8	-0.5
- Cc1ccc(C(=O)NNC(=O)c2ccc(S(=O)(=O)N3CCOCC3)cc2)cc1
→ -0.4	-1.4	-6.3	4.6	-0.1	-0.8	-2.1	-0.2	-0.9	-0.7	-0.3
- COc1ccc(-n2c3c(c(=O)[nH]c2=O)C(NC(=O)c2ccncc2)(C(F)(F)F)C(=O)N3)cc1 (configuration not stated)
→ -1.2	-1.6	-2.5	0.3	2.6	-0.3	0.3	-0.5	3.1	-0.1	-0.1
- Cc1cccc(CSc2nnc(-c3ccccn3)n2N)c1
→ -1.4	-1.4	1.9	0.0	-0.1	-0.2	-1.1	-0.3	1.2	0.8	0.0
- COc1cccc(NC(=O)c2sc(NC(=O)c3ccncc3)nc2C)c1
→ -2.5	-1.5	2.7	-5.0	-1.4	0.7	-0.1	0.2	0.0	0.4	0.2
- Cc1ccc(NC(=O)CSCC#N)cc1Cl
→ -0.8	-0.2	-0.6	2.4	-0.9	0.7	1.6	-0.1	5.0	-0.3	-0.8

An excerpt of these results, as tab-separated lines:
SMILES	hcDAF12 agonist	ssDAF-12 act	HGIII-sPLA2 inh	NPR2 activator	NPR1 activator	DAX1 inh-1	SMARCA2 activ	DAX1 inh-2	FXN GAA850 act	hgDAF12 agonist	proKLK7 act
C=C1CCN(c2ccc(C(=O)NCc3ccc(OC)cc3)cc2[N+](=O)[O-])CC1	-0.8	-1.0	-15.4	-6.5	-3.3	-0.8	1.8	-0.4	2.8	-1.0	-0.9
C/C(N)=C(/C#N)C(=O)COC(=O)c1cc(C)n(-c2ccc(F)cc2)c1C	-1.1&-2.2	-1.1&-0.9	-18.1&-19.3	-8.5&-0.7	0.7&-0.5	-1.7&-1.8	3.8&3.4	2.9&-0.1	-2.7&-2.1	1.3&0.5	-0.5&-0.2
COc1ccc(NS(=O)(=O)c2cccc(C(=O)NCC(c3ccco3)N(C)C)c2)cc1 (configuration not stated)	-0.4	-0.8	1.5	2.5	-1.0	-1.0	-0.7	-0.3	0.2	-0.1	-1.2
Cc1ccc(NC(=O)COC(=O)c2cccc(C)c2[N+](=O)[O-])cc1S(=O)(=O)N1CCCCC1	-2.5	-1.4	-53.4	0.4	-2.6	-0.9	-0.7	-0.5	2.4	-1.8	-0.5
Cc1ccc(C(=O)NNC(=O)c2ccc(S(=O)(=O)N3CCOCC3)cc2)cc1	-0.4	-1.4	-6.3	4.6	-0.1	-0.8	-2.1	-0.2	-0.9	-0.7	-0.3
COc1ccc(-n2c3c(c(=O)[nH]c2=O)C(NC(=O)c2ccncc2)(C(F)(F)F)C(=O)N3)cc1 (configuration not stated)	-1.2	-1.6	-2.5	0.3	2.6	-0.3	0.3	-0.5	3.1	-0.1	-0.1
Cc1cccc(CSc2nnc(-c3ccccn3)n2N)c1	-1.4	-1.4	1.9	0.0	-0.1	-0.2	-1.1	-0.3	1.2	0.8	0.0

Compound activity from PubChem BioAssay.
